MmCpn inh: M. maripaludis TRiC chaperonin inhibition; 0.031% of 330,000 active; purified Mm-Cpn ATPase, ADP Transcreener TR-FRET; Potency, µM (highest dose often 76.9 µM), for inactives: at the top dose activity, negative = inhibition, most hits filed as inhibitors; further: potency means the concentration at half of the fitted maximal effect; on the % scale 0 is the no-effect control and ±100 the full control effect; nearly all actives have a fitted effect of over 80% in size
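Purified archaeal Mm-CPN (25nM final) preincubated 10 min at 37degC with compound, then 10uM ATP for 30 min at 37degC; ADP measured by HTRF Transcreener TR-FRET; buffer 30 mM TRIS pH 7.4, 100mM KCl, 5mM MgCl2, 1mM DTT.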
A549 viability: counter-screen for Nrf2 inhibitors: cytotoxicity in A549 cells; A549 ARE-Fluc cells, CellTiter-Fluor viability, 18-24 h; 0.16% of 390,000 active; AID 504648; Potency, µM (doses to about 46 µM), without a hit: at the highest dose activity change, negative = cytotoxicity, most hits filed as inhibitors; further: potency means the concentration at half of the fitted maximal effect; on the % scale 0 is the no-effect control and ±100 the full control effect
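A549 ARE-Fluc cells in 5% FBS OPTI-MEM, 5000 cells/well, rested 2 h then exposed to compounds in concentration-response for 18-24 h at 37 °C. Viability by CellTiter-Fluor fluorescence (Ex 405/Em 525) after 30 min; luciferase luminescence (BugLite, 15 min, RT) read afterwards.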
Akt phos inh: blocks phosphorylation of Akt; Neuro2A IGF-stimulated pAkt S473 HTRF, 20 min; stronger effect = lower value; activity change, % for hits at 50 µM; 0.32% of 360,000 active; AID 651550; in the data active means activity change below about -80%; inconclusive means mostly about -51% to -80%; further: on the % scale 0 is the no-effect control and ±100 the full control effect
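Neuro2A cells in DMEM with 0.5% FBS, overnight at 37 deg C, given compound at single 50 µM final, then IGF (6 nM final) for 20 min at 37 deg C. Lysed; phospho-Akt Ser473 by HTRF after 24 h, 665/615 ratio.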
Abeta yeast res: A-beta toxicity reversal in yeast. yeast expressing A-beta42, growth rescue, OD600, 48 h; response scale: 0% DMSO, 100% iron-clioquinol control. Potency, µM (doses to about 46.1 µM), for the others: top-dose growth rescue, most hits filed as activators. 0.063% of 410,000 active. AID 1347071; further: potency means the concentration at half of the fitted maximal effect; nearly all actives have a fitted effect of over 55% in size
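Yeast A-beta toxicity model in growth medium with pinned compounds, 48 h at 30 C; growth read as absorbance at 600 nm. Normalized to FeCl3/clioquinol equimolar mix (positive) and DMSO (negative).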
Nrf2 ARE act: Nrf2 pathway activation. AID 624171. AREc32 ARE-luciferase reporter (MCF7-derived line), luminescence, 24 h. 0.31% of 410,000 active. Potency, µM (series often up to 46.1 µM), for inactives: top-dose activation, actives largely listed as activators; further: potency means the concentration at half of the fitted maximal effect; % of control where 0% means no effect; nearly all actives have a fitted effect of over 65% in size
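Cells of the AREc32 ARE-luciferase line are plated in OPTI-MEM containing 5% FBS and left overnight at 37 deg C. Compounds are pinned in, incubation continues 24 hr, and firefly luciferase signal is then measured.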
TGFb inhibitor: blocks TGF-b signaling. HepG2 CAGA-GFP TGF-b/SMAD3 reporter, GFP fluorescence, 18 h; TGF-beta stimulated, 500 pg/mL final. Potency, µM (titrated, usually from 46.1 µM), inactives show top-dose activity, negative = inhibition, hits mostly inhibitors. 1.2% of 410,000 active; further: potency means the concentration at half of the fitted maximal effect; on the % scale 0 is the no-effect control and ±100 the full control effect; nearly all actives have a fitted effect of over 65% in size
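Using HEPG2 CAGA-GFP reporter cells at 1000 cells/well, we pinned test compounds, stimulated with recombinant TGF-beta (500 pg/mL final) and measured total well GFP after 18 h.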
CCT chaperon mod: cytosolic chaperonin activity modulation; purified chaperonin ATPase assay, HTRF ADP detection, 30 min; activity change, % (test concentration not listed), hits read low; 0.3% of 360,000 active; AID 651819; in the data active means activity change below about -30%; further: on the % scale 0 is the no-effect control and ±100 the full control effect
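Enzyme 40 or 20 nM (batch-dependent) in Tris pH 7.4/KCl/MgCl2/DTT; cpd 76 uM single point; ATP 10 uM; 30 min 37 °C; Transcreener ADP HTRF detection, 30 min RT; ratio 665/615.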
Nrf2 block: Nrf2 pathway inhibition; A549 ARE-Fluc reporter, luciferase luminescence, 18-24 h; Potency, µM (doses to about 46 µM), inactives show at the highest dose activity change, negative = inhibition, hits mostly inhibitors; 2.1% of 360,000 active; AID 504444; further: potency means the concentration at half of the fitted maximal effect; on the % scale 0 is the no-effect control and ±100 the full control effect; nearly all actives have a fitted effect of over 60% in size
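Quantitative HTS in A549 cells stably bearing an antioxidant response element-firefly luciferase construct. Inhibition of Nrf2-driven transcription was scored by luminescence after 18-24 h of compound exposure at 37 °C.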
HepG2 tox: HepG2 cytotoxicity, counter-screen for TGF-b inhibitors; AID 588856; Potency, µM (top dose mostly 46.1 µM), inactives show at the top dose activity change, negative = cytotoxicity, actives largely listed as cytotoxic; HepG2 CAGA-GFP viability, ATP luminescence, 18 h; 0.76% of 410,000 active; further: potency means the concentration at half of the fitted maximal effect; some results filed as inactive show a strong effect at the top dose
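HepG2 CAGA-GFP cells (1000/well, DMEM with 1% FBS) received compound, then TGF-beta at 500 pg/mL final, and were incubated 18 hours at 37 degrees C. Viability was read by CellTiter-Glo luminescence. Media-only wells were set as complete cell-killing and DMSO as no toxicity.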
Numbers without * were called inactive; i = inactive; ? = inconclusive; . = not tested or not shown; [ ] = dose if it differs, or a comment. Unless noted, the call rests on the fitted dose curve; in most records, active means well fitted curve in the direction sought with a large enough effect; inconclusive means small, poorly fitted or top-dose-only effect, or another doubt; inactive means no such curve, though single readings can be large; an effect the other way counts as inactive or inconclusive.

Values in the order – MmCpn inh	A549 viability	Akt phos inh	Abeta yeast res	Nrf2 ARE act	TGFb inhibitor	CCT chaperon mod	Nrf2 block	HepG2 tox
- CCOc1ccc(S(=O)(=O)/N=C(\N)c2ccccc2)cc1
→ -27%	2%	i	-5%	-0.4%	3%	-5.3	?	17%
- CN1C(=O)Cc2cc(S(=O)(=O)CCC(=O)Nc3cccc(C(F)(F)F)c3)ccc21
→ .	9%	.	-7%	-1.0%	-9%	.	?	0%
- CN(Cc1ccco1)C(=O)CC[C@H]1O[C@@H](n2ccc(=O)[nH]c2=O)[C@H](O)[C@@H]1O
→ .	.	i	-15%	0.4%	4%	-1.5	.	-29%
- O=C(Nc1ccncc1)c1ccc2ccccc2c1
→ 0%	-8%	i	14%	5.8%	2%	0.5	-20%	-31%
- CC(=O)c1ccc(NS(=O)(=O)c2cccc(S(=O)(=O)c3ccc(Cl)cc3)c2)cc1
→ .	16%	.	-11%	-0.1%	?	.	-18%	-30%
- Cc1nn(S(=O)(=O)c2cccc([N+](=O)[O-])c2)c(C)c1Br
→ 1%	-5%	i	13%	19%	-20%	0.3	?	4%
- CCCOc1ccc(Cc2nn[nH]n2)cc1
→ 0%	-6%	i	22%	0.0%	0%	1.3	-24%	-10%
- CCN(Cc1ccccc1)C(=O)c1cc2cc(OC)c(OC)cc2[nH]1
→ -2%	0%	i	-2%	3.6%	-10%	-1.5	-5%	-21%
- CC(C)c1nc(SCC(=O)Nc2cccc(S(N)(=O)=O)c2)n[nH]1
→ 2%	0%	i	1%	-0.2%	-20%	1.1	1%	-25%
- CCOC(=O)c1ccc(NC(=O)CCc2c(C)nc3c(c(C)nn3C(C)(C)C)c2C)cc1
→ .	-9%	.	5%	-2.3%	?	.	?	-18%
- c1ccc2nc3c(nc2c1)CCc1nonc1-3
→ 0%	2%	i	4%	0.0%	-9%	0.7	3%	-36%
- O=C(NC1=NCCS1)c1ccc(Cl)c(S(=O)(=O)N2CCCC2)c1
→ 0%	11%	i	-10%	3.5%	3%	-0.8	-24%	7%
- Cc1ccsc1C(=O)OCc1csc(-c2ccccc2)n1
→ -4%	2%	i	-4%	?	10%	-1.0	.	9%
- COc1cc(NC(=S)N2CCN(CCO)CC2)c(OC)cc1Cl
→ 0%	-3%	i	-15%	0.1%	2%	1.9	3%	3%
- CS(=O)(=O)N(CC(=O)N1CCCCC1)Cc1ccc(Cl)cc1
→ 1%	-1%	i	21%	-0.4%	8%	0.1	5%	9%
- Cc1ccc(/C=N/NC(=O)c2ccc(C(=O)N/N=C/c3ccc(C)s3)o2)s1
→ 1%	-2%	i	-6%	0.4%	3%	-0.7	-23%	-7%
- CS(=O)(=O)N(CC(=O)NC1CCCC1)C1CCCCC1
→ -7%	7%	i	-11%	0.6%	-20%	-0.1	-7%	-17%
- CCc1ccc(NC(=O)CC2C(=O)N(c3ccc(OC)cc3)C(=O)N2Cc2ccc(OC)cc2)cc1 (stereo not drawn)
→ .	-6%	.	0%	0.7%	-5%	.	14%	-7%
- CC(=O)Oc1ccc(C(=O)Nc2nccs2)cc1
→ -8%	1%	i	2%	3.1%	-11%	0.5	9%	-24%
- O=C(NCC1CCCO1)c1nn2cccnc2c1Cl (stereo not drawn)
→ 1%	-6%	i	16%[9.22 µM]	0.1%	13%	-1.3	.	7%
- Cc1cccc[n+]1CC(=O)c1ccc2c(c1)OCCO2
→ -1%	-9%	i	5%	-0.9%	2%	-1.0	-26%	4%
- COc1ccc(OC)c(Nc2nc(-c3sc(N)nc3C)cs2)c1
→ -6%	-11%	.	-2%	4.3%	0%	-2.9	-25%	-6%
- Cc1cccc(C(=O)NCC(=O)N2CC=C(c3ccccc3)CC2)c1
→ 0%	-2%	i	-22%	-0.7%	-20%	-2.1	-16%	-15%
- COc1cc(OC)cc(-n2nnnc2SCC(=O)NC2CCCC2)c1
→ 1%	0%	-115%*	10%	0.2%	7%	-2.5	-10%	-27%
- C(=N\N1CCN(C2c3ccccc3-c3ccccc32)CC1)/c1ccccn1
→ 2%	19%	i	-7%	-0.5%	-1%	-2.9	-23%	-19%
- Cc1cc(C)c(NC(=O)CN2C(=O)c3cccnc3Sc3ccccc32)c(C)c1
→ .	0%	.	8%	5.7%	-2%	.	?	3%
- NCCCCCNC(=O)/C=N\O
→ 1%	-16%	i	11%	0.1%	-4%	-2.3	3%	-8%
- Cc1ccc(OCC(=O)Nc2ccc3c(c2)OCCO3)cc1C
→ 2%	?	i	-16%	-0.9%	-1%	-1.3	?	-7%
- COCCn1cnnc1SCC(=O)Nc1sc2c(c1C#N)CCC2
→ 0%	-1%	i	-8%	3.0%	-6%	0.2	-10%	-2%
- CCOC(=O)c1cc2c(=O)n3ccccc3nc2n(Cc2ccco2)c1=NC(=O)c1cccc(C)c1
→ .	-6%	.	-9%	4.4%	23%	.	-2%[9.27 µM]	-26%
- C=C(C)CSc1nc2sc3c(c2c(=O)n1CCCC)CCCC3
→ .	8%	.	-11%	-0.9%	?	.	3%	0%
- CC(C)(C)c1ccc(-c2csc(NC(=O)CN3C(=O)NC4(CCCCC4)C3=O)n2)cc1
→ -1%	-18%	i	3%	5.3%	22%	-0.5	?	-6%
- COc1ccc(CN2C(=O)c3cccnc3C2=O)cc1S(=O)(=O)N1CC(C)Oc2ccccc21 (stereo not drawn)
→ -1%	2%	i	9%	-1.0%	11%	1.5	7%	1%
- COc1ccc(-n2nc(C(=O)NCC(=O)N3CCCC(C)C3)c3ccccc3c2=O)cc1Cl (stereo not drawn)
→ -8%	-5%	i	2%	3.0%	15%	-0.3	15%	-11%
- Cc1cc(Cl)ccc1C(O)c1ncc(-c2ccc3ccccc3c2)[nH]1 (stereo not drawn)
→ .	.	i	0%	2.9%	?	0.0	.	-70%
- Cc1ccc(OCC(=O)Nc2ccc(Cl)cc2)c([N+](=O)[O-])n1
→ 1%	0%	i	5%	5.3%	3%	-0.5	?	-8%
- CCN(CC)c1nc(C#N)nc(OC)n1
→ .	-1%	.	.	.	-4%	.	-16%	-20%
- CC1(C(=O)Nc2ccc3c(c2)OCCO3)CCN1Cc1csc2ccccc12 (stereo not drawn)
→ .	.	i	11%	3.6%	-27%	0.7	.	-23%
- O=C1OC(Nc2ccc3ncccc3c2)c2ccccc21 (stereo not drawn)
→ 1%	-2%	i	8%	5.1%	-2%	-0.9	-17%	-4%
- CCN(CC)S(=O)(=O)c1cc(NC(=O)c2ccc(-n3cncn3)c([N+](=O)[O-])c2)ccc1C
→ 1%	?	i	11%	-0.6%	-42%	-2.5	4.1µM*	5%
- Cc1ccc(NC(=O)c2nc3nccc(C)n3n2)cc1S(=O)(=O)N1CCCCC1
→ 1%	-3%	i	-19%	4.4%	-5%	-1.9	-6%	-3%
- COC(=O)c1ccc(CSc2nnc(NC(=O)C3CC(=O)N(c4ccc5c(c4)OCCO5)C3)s2)cc1 (stereo not drawn)
→ 1%	3%	i	-8%	0.2%	?	-4.8	-8%	9%
- O=C(Cn1c(CO)nc2ccccc21)Nc1ccc2c(c1)OCCCO2
→ 3%	-1%	i	-18%	0.4%	13%	-1.1	1%	-18%
- COC(=O)c1ccc(/C=C2/SC(=S)N(CCCC(=O)Nc3ccc(O)cc3)C2=O)cc1
→ 1%	1%	i	-8%	7.6%	5%	3.2	18%	1%
- Cc1cc2nc(-c3cccnc3SCC(=O)NC(C)C)[nH]c2cc1C
→ -1%	-5%	i	-11%	6.8%	-1%	-1.7	4%	-46%
- C=C(C)CSc1nc2c(cc1C#N)CCC2
→ -1%	-4%	i	?	-0.3%	1%	-3.4	-14%	0%
- C[C@H]1COC(=O)[C@H](Cc2ccc(F)cc2)C/C=C\C[C@H](CC(=O)NCCO)C(=O)N1
→ 1%	-9%	i	5%	0.5%	-1%	-1.3	15%	5%
- NNC(=O)c1sc2cc(C(F)(F)F)cnc2c1-c1cccnc1
→ 1%	9%	i	-5%	2.8%	0%	-1.8	13%	25%
- CC1CCCCN1C(=O)CSc1nnc(-c2ccco2)o1 (stereo not drawn)
→ 0%	5%	i	-2%	1.3%	0%	-2.9	?	8%
- O=C(N/N=C/c1ccncc1)c1sc2ccccc2c1Cl
→ 2%	-7%	.	-20%	9.1%	?	-84*	11%	-40%
